# TCR activator = T cell receptor activation; primary human leukocytes, anti-CD3, IL-2 HTRF, 48 h; Potency, µM (titrated, usually from 9.22 µM), inactives show top-dose activation of IL-2 secretion, usual class: activators; 330,000 tested, under 10 active; AID 504894; further: % of control where 0% means no effect
#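 HTRF read-out of IL-2 secretion: europium cryptate donor excited at 320nm, d2 acceptor emission at 665nm. Cells were primary human leukocytes incubated 48 hr with compounds and a-CD3 beads, supplying TCR signal only.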
# Eya2 inh = blocks the phosphatase activity of human Eya2; recombinant Eya2, OMFP fluorescence dephosphorylation (OMFP is methylfluorescein phosphate); Potency, µM (titrated, usually from 76.9 µM), without a hit: at the highest dose activity, negative = inhibition, hits mostly inhibitors; AID 488837; 0.006% of 330,000 active; further: potency means the concentration at half of the fitted maximal effect; on the % scale 0 is the no-effect control and ±100 the full control effect
# Target sequence (O00167 whole entry, looked up): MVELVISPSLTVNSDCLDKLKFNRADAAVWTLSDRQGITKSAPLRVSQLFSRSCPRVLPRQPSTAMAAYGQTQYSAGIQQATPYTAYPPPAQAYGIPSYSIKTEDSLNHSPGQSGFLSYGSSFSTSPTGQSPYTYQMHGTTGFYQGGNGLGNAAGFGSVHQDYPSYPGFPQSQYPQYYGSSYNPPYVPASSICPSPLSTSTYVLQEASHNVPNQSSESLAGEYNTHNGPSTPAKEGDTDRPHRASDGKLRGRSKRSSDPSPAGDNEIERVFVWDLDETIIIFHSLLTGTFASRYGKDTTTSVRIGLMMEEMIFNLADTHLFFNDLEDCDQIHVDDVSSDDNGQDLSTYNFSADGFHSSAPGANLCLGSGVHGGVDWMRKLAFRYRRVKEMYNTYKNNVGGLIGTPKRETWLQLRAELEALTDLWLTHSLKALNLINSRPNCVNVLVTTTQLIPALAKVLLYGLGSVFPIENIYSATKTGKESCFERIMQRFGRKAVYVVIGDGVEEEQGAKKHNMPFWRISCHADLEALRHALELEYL
#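 Eya2 (0.2 uM) preincubated 10 min at ambient with compound, then OMFP substrate added at 50 uM; 10 min reaction in 50 mM HEPES pH 7.5, 50 mM NaCl, 5 uM MgCl2, 0.05% BSA, 1 mM DTT. Fluorescence read at Ex 485/Em 525 nm.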
# Tb PFK inh = T. brucei PFK enzyme inhibition. T. brucei PFK, ADP-Glo luminescence. 0.17% of 330,000 active. AID 485367. Potency, µM (doses to about 57.5 µM), inactives show at the highest dose activity, negative = inhibition, most hits filed as inhibitors;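 further: potency means the concentration at half of the fitted maximal effect; 0% = uninhibited 1x PFK enzyme wells and -100% = no-enzyme wells; nearly all actives have a fitted effect of over 60% in size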
# Target sequence (O15648 whole entry, looked up): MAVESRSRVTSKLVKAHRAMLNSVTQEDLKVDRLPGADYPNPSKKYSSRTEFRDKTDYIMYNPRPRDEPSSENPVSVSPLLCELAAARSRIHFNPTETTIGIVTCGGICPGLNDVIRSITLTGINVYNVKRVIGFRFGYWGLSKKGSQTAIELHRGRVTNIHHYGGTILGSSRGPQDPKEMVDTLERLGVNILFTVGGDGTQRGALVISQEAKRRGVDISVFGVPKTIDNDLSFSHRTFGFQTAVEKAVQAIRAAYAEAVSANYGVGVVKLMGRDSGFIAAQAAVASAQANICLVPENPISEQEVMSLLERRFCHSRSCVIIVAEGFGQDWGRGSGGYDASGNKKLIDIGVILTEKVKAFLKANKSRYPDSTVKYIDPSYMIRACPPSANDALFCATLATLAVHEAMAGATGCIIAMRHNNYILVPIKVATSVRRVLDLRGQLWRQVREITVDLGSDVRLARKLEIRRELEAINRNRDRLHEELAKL
#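 Luminescent ADP detection (ADP-Glo, two-step: ATP depletion then ADP-to-ATP conversion for luciferase) reported PFK activity after 45 min room-temperature reaction of 1.25 nM enzyme with 0.5 mM F6P and 0.1 mM ATP at pH 8.0.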
# TSHR antag = antagonists of human thyroid stimulating hormone receptor; TSHR-expressing cells, TSH-stimulated cAMP HTRF, 2 h; active compounds read low; activity change, negative = inhibition, % at 11.5 µM; P16473; AID 504810; 0.2% of 330,000 active;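 active means activity change below a set negative limit, meaning inhibition stronger than a set level, cut at about -70% in these data; inconclusive means activity change between two set negative limits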; further: on the % scale 0 is the no-effect control and ±100 the full control effect
#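 Cell-based HTRF cAMP assay; TSHR cells + compound, TSH EC80 (4nM final), 2 h, 37 deg C. Lysis with anti-cAMP cryptate and cAMP-d2, 30 min RT, read 665/620 nm.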
# ELG1 repair inh = ELG1-dependent DNA repair inhibition | Potency, µM (top dose mostly 46.1 µM), for the others: at the highest dose activity change, negative = inhibition, most hits filed as inhibitors | 2.3% of 330,000 active | AID 504467 | HEK293T ELG1-luciferase reporter, luminescence, 16 h; DNA damage induced by 5-fluorouridine; further: potency means the concentration at half of the fitted maximal effect; on the % scale 0 is the no-effect control and ±100 the full control effect; nearly all actives have a fitted effect of over 55% in size
#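 Cells (2,000 per well) received 5-fluorouridine plus test compound or DMSO and were incubated 16 hr at 37 °C, 5% CO2. Luciferase activity was read by luminescence 30 min after ONE-Glo addition; signal suppression marked inhibition of damage-induced ELG1 function.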
# Mito fusion yeast = inhibitors of mitochondrial division or activators of mitochondrial fusion | S. cerevisiae fusion-defective mutant growth rescue, CellTiterGlo 48 h | Potency, µM (highest dose often 46.1 µM), without a hit: at the top dose growth rescue (activation), most hits filed as activators | 0.23% of 320,000 active | AID 485298;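 further: potency means the concentration at half of the fitted maximal effect; % of control where 0% means no effect; nearly all actives have a fitted effect of over 45% in size; temperature-sensitive fusion mutants such as fzo1-1 at 37 °C on non-fermentable ethanol glycerol medium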
#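 Read-out: ATP-based luminescence (CellTiterGlo, 10 min ambient) reporting growth of fusion-defective ts yeast after 48 hours at 37C on glycerol/ethanol YPEG medium in the presence of compound.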
# USP2a block = inhibitors of human ubiquitin-specific protease USP2a | O75604 | USP2 core, Ub-CHOP2 coupled fluorogenic reporter, 485/531 | Potency, µM (highest dose often 38.3 µM), for inactives: at the top dose activity change, negative = inhibition, hits mostly inhibitors | 0.01% of 330,000 active;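 further: potency means the concentration at half of the fitted maximal effect; plate controls were DMSO wells for no effect and full inhibition by NEM control for full effect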
#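 USP2 core (10nM final) preincubated 30min RT with compound in 20mM Tris-HCl pH 8.0, 2mM CaCl2, 2mM beta-mercaptoethanol, 0.05% CHAPS; 25nM Ub-CHOP2 plus 25nM reporter substrate added, fluorescence (Ex485/Em531) read after 60min.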
# Chronic BCR inh = inhibitors of chronic active B-cell receptor signaling; ABC-DLBCL IkBa-CBG/CBR reporter, luminescence ratio, 4 h; Potency, µM (doses to about 46.1 µM), for the others: at the highest dose ratio change, negative = lower green/red ratio, usual class: inhibitors; 0.05% of 340,000 active; active means well fitted inhibition curve with a large enough effect in the signal ratio, with a control signal flat, not every such curve was filed as active; inconclusive means small, poorly fitted or top-dose-only effect, or effect the other way, or a change in a side signal; the % refers to the signal ratio;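 further: potency means the concentration at half of the fitted maximal effect; plate controls were basal doxycycline-induced cells for no effect and cells given 10 µM MG132 for full effect; MG132 reads +100%, hits lower the ratio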
#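 TMD8 human ABC-DLBCL cells with doxycycline-inducible IκBα–green luciferase fusion and unfused red luciferase, in 0.5% FBS medium; compounds up to 46 uM, 4 h at 37C. Green/red luminescence ratio, filter-overlap corrected, fitted to concentration-response curves.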
# TSG101-PTAP inh = blocks PTAP/TSG101 interaction to inhibit HIV-1 budding; 340,000 tested, under 10 active; AID 493005; Fluorescence polarization, FITC-PTAP peptide / Tsg101 binding; Potency, µM (titrated, usually from 115 µM), inactives show top-dose activity change, negative = inhibition, actives largely listed as inhibitors; active means well fitted inhibition curve with a large enough effect in the main read-out, with a control signal flat, not every such curve was filed as active; inconclusive means small, poorly fitted or top-dose-only effect, or effect the other way, or a change in a side signal; inactive means no such curve, though single readings can be large or run the other way; further: potency means the concentration at half of the fitted maximal effect; % of control where 0% means no effect
#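 Steps: Tsg101 binding domain dispensed (10 uM final), compounds pinned in DMSO, FITC-labeled PTAP-motif peptide added (50 nM final); after 20 min binding at room temperature, polarization measured.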
# B2AR arrestin = agonists driving beta-arrestin recruitment to human beta2-adrenergic receptor | P07550 | beta-arrestin recruitment to beta2AR, cell-based reporter | Potency, µM (highest dose often 46.1 µM), for inactives: at the top dose activation, usual class: activators | 0.02% of 330,000 active | AID 492947;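 further: potency means the concentration at half of the fitted maximal effect; 0% = DMSO controls and full agonism = EC100 isoproterenol or metaproterenol; nearly all actives have a fitted effect of over 65% in size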
# uPA surface inh = cell surface uPA generation inhibition; cell surface uPA generation assay, qHTS; Potency, µM (titrated, usually from 38.3 µM), inactives show top-dose activity change, negative = inhibition, most hits filed as inhibitors; 0.31% of 330,000 active; AID 540303; active means well fitted inhibition curve with a large enough effect; inconclusive means small, poorly fitted or top-dose-only effect; inactive means no such curve, though single readings can be large or run the other way; tested in mouse RAW 264.7 cells; further: potency means the concentration at half of the fitted maximal effect; on the % scale 0 is the no-effect control and ±100 the full control effect; nearly all actives have a fitted effect of over 55% in size
# An asterisk follows results filed as active; ? = inconclusive; · = no result given; [ ] = dose if it differs, or a comment. Unless noted, the call rests on the fitted dose curve; in most records, active means well fitted curve in the direction sought with a large enough effect; inconclusive means small, poorly fitted or top-dose-only effect, or another doubt; inactive means no such curve, though single readings can be large; an effect the other way counts as inactive or inconclusive.
SMILES | Tb PFK inh | TCR activator | TSG101-PTAP inh | uPA surface inh | USP2a block | Eya2 inh | B2AR arrestin | ELG1 repair inh | TSHR antag | Mito fusion yeast | Chronic BCR inh
COc1cccc(CNS(=O)(=O)c2ccc3c(c2)CC(C)N3C(C)=O)c1 (configuration not stated) | 2% | -3% | -2% | -2% | -2% | ? | -0.1% | -8% | -7 | 4% | 1%
COCCNC(=O)c1c(N)n(/N=C/c2cccs2)c2nc3ccccc3nc12 | 0% | -1% | 2% | 3% | -1% | 20% | 0.0% | ? | -4 | 2% | ?
COc1ccc(Cl)cc1N1Cc2ccccc2C1 | 0% | 2% | 0% | 0% | 1% | -26% | -0.1% | 1% | 8 | 5% | 1%
COC(=O)C(C)n1cnc2c(nnn2-c2ccc(F)cc2)c1=O (configuration not stated) | 0% | 16% | -2% | 11% | 0% | ? | -1.5% | ? | 3 | 1% | 0%
CC1CCCC(C)N1C(=O)c1cc(-c2ccco2)on1 (configuration not stated) | 3% | 0% | -1% | 0% | 5% | -2% | -0.1% | ? | 5 | -1% | 7%
N/C(=N\O)c1cn(Cc2ccccc2Cl)c2ccccc12 | -1% | 3% | -3% | -8% | 3% | 8% | -1.1% | -19% | -3 | 18% | -4%
O=C(Nc1ccccc1)c1ccc(NCC2CCCO2)c([N+](=O)[O-])c1 (configuration not stated) | -2% | 6%[46.1 µM] | -7% | 3% | 0% | -3% | 0.1% | ? | 1 | 0% | -7%
COc1cc(/C=C/C(=O)OC2CC3CCC2(C)C3(C)C)ccc1O (configuration not stated) | -3% | 1% | 0% | -6% | -8% | -23% | 0.6% | ? | -3 | -41%[inhibitor] | ?
Cc1occc(=O)c1OCc1ccc(Cl)cc1Cl | 12% | -2% | 6% | -22% | -1% | -4% | 0.0% | 0% | -10 | 11% | 0%
CC(Cc1ccccc1)(NC(=O)CN)c1ccccc1 (configuration not stated) | 1% | · | · | · | 10% | 3% | -0.3% | · | 0 | 4% | 0%
COc1cccc(C(C)NC(=S)NCc2ccc(Cl)cc2)c1 (configuration not stated) | -2% | 3% | -3% | · | 3% | 8% | 0.4% | ? | 2 | 10% | -3%
CCNc1c(NS(=O)(=O)c2ccc(Br)s2)c(=O)oc2ccccc12 | -2% | 5% | -7% | -4% | 4% | -3% | 0.1% | -1% | -4 | 10% | ?
COc1ccc(Oc2ccc(/C=C/C(=O)c3cccc(OC)c3)cc2[N+](=O)[O-])cc1 | 3% | -1% | 0% | 12% | 0% | 0% | 8.0% | ? | -15 | 2% | -5%
O=C(COC(=O)c1ccccc1O)Nc1ncc(Cl)cc1Cl | -8% | 0% | -9% | -1% | 3% | -2% | 0.0% | -7% | -5 | ? | -2%
COc1ccc(F)cc1COc1nc(C)nc2ccccc12 | 4% | 9% | 0% | 0% | 1% | 2% | 2.4% | 7% | -7 | 4% | 5%

# Full records as entered above:
# `COCCNC(=O)c1c(N)n(/N=C/c2cccs2)c2nc3ccccc3nc12` across the screens: Tb PFK inh = 0%; TCR activator = -1%; TSG101-PTAP inh = 2%; uPA surface inh = 3%; USP2a block = -1%; Eya2 inh = 20%; B2AR arrestin = 0.0%; ELG1 repair inh = ?; TSHR antag = -4; Mito fusion yeast = 2%; Chronic BCR inh = ?
# `O=C(Nc1ccccc1)c1ccc(NCC2CCCO2)c([N+](=O)[O-])c1` (configuration not stated) across the screens: Tb PFK inh = -2%; TCR activator = 6%[46.1 µM]; TSG101-PTAP inh = -7%; uPA surface inh = 3%; USP2a block = 0%; Eya2 inh = -3%; B2AR arrestin = 0.1%; ELG1 repair inh = ?; TSHR antag = 1; Mito fusion yeast = 0%; Chronic BCR inh = -7%

# Next structures follow.
SMILES | Tb PFK inh | TCR activator | TSG101-PTAP inh | uPA surface inh | USP2a block | Eya2 inh | B2AR arrestin | ELG1 repair inh | TSHR antag | Mito fusion yeast | Chronic BCR inh
COC(=O)CCCC1=CC2=C(c3ccccc3)C(=O)C(C)(OC(=O)C3CCCC3)C(=O)C2=CN1CC(C)C (configuration not stated) | 3% | 2% | -4% | 1% | -5% | 7% | 0.1% | 0% | 1 | 0% | 6%
NS(=O)(=O)c1cccc(NC(=O)CN2C(=O)C(=O)N(Cc3ccccc3)C2=O)c1 | -3% | -7% | 1% | -10% | 4% | 4% | -0.5% | 13% | 6 | · | 2%
CC(C)C(NS(=O)(=O)c1ccc2c3c(cccc13)C(=O)N2)C(=O)O (configuration not stated) | 3% | -5% | -1% | 4% | -1% | 21% | -0.6% | 5% | -6 | -1% | -9%
CCC1CCCCN1CCCNC(=O)CN1C(=O)COc2ccccc21 (configuration not stated) | 4% | 4% | -1% | 0% | 5% | 3% | 0.4% | 8% | -13 | 3% | 0%
COc1ccccc1N(CC(=O)NCCSCc1ccco1)S(=O)(=O)c1ccccc1 | -6% | -7% | -7% | 3% | 5% | 12% | -0.7% | -23% | -2 | 8% | 9%
COc1ccc(N2CCOCC2)c(NC(=O)COc2cccc(C)c2)c1 | 2% | -1% | · | 6% | 0% | 10% | 0.3% | ? | 3 | 2% | -15%
COc1ccc2ccc(=O)oc2c1CC(O)C(C)(C)O (configuration not stated) | -9% | 0% | 0% | -2% | -4% | 9% | -0.1% | 0% | -5 | -4% | -8%
NC(=O)c1cc(C(=O)c2cccc(Cl)c2Cl)c[nH]1 | 6% | 5% | 0% | 0% | -1% | 7% | -0.2% | -7% | 0 | -6% | -10%
CC(C)[C@H](NC(=O)N1CC(=O)Nc2ccccc21)C(=O)N[C@@H](Cc1ccccc1)C(=O)O | -3% | -3% | 1% | 8% | -2% | -6% | -0.1% | 1% | 4 | 1% | -5%
COc1cc2nc(CN3CCN(c4ncc(C(F)(F)F)cc4Cl)CC3)[nH]c(=O)c2cc1OC | 4% | · | · | · | -1% | 25% | 0.3% | 0% | 21 | 2% | 2%
COc1ccc(NC2CCN(C3CC(=O)N(c4ccc(F)c(Cl)c4)C3=O)CC2)cc1 (configuration not stated) | -4% | 2% | -1% | 0% | 0% | -25% | -0.1% | 18% | 6 | -7% | 1%
Cc1ccccc1C(=O)Nc1cccc(NC(=O)c2ccccc2[N+](=O)[O-])c1 | 0% | 4% | -3% | 4.5µM* | 1% | 4% | -0.1% | 1% | 3 | 0% | -14%
O=C(OC(c1ccccc1)c1nccc2ccccc12)c1cccc([N+](=O)[O-])c1 (configuration not stated) | 0% | 1%[46.1 µM] | 2% | 4% | 3% | 2% | -0.6% | ? | -10 | ? | -3%
Cc1ccc(S(=O)(=O)N(C)C)cc1NC(=O)COC(=O)C1CCN(S(=O)(=O)c2cccs2)CC1 | -7% | 1% | -4% | -2% | 0% | -9% | -0.1% | 24% | -10 | -1% | -2%
CN1CCN(Cc2c(O)ccc3cc(Br)ccc23)CC1 | 2% | -3% | 0% | -1% | 1% | -4% | -0.1% | 8% | -2 | 1% | 6%
Cc1noc(C)c1COc1ccc(C(=O)OCC(=O)Nc2cccc(S(=O)(=O)N3CCOCC3)c2)cc1 | 0% | 6%[46.1 µM] | -2% | -4% | 3% | -10% | -0.2% | -11% | 1 | -5% | -13%
CCOC(=O)C1=C(CSc2nc(C)ccc2C#N)OC(N)=C(C#N)C1c1cccc(OC)c1OC (configuration not stated) | 2% | 3% | 1% | -6% | -1% | 1% | -1.0% | ? | -10 | 4% | 1%
O=C1c2ccccc2OC2(C=Cc3ccccc3O2)N1Cc1ccccc1 (configuration not stated) | -1% | 3% | -2% | -14% | 3% | 5% | 0.5% | -27% | 10 | 19% | ?
CSc1cccc(CN2CCC(CO)(Cc3ccccc3)CC2)c1 | -10% | 2% | -3% | -3% | -4% | -7% | -0.9% | -9% | -9 | -7% | 1%
O=C(NN1C(=O)C2C3C=CC(C4CC34)C2C1=O)c1ccc(Cl)c(Cl)c1 (configuration not stated) | 4% | -4%[46.1 µM] | -2% | -5% | 1% | 8% | -0.6% | 2% | -4 | 0% | 19%
CCCCCC(=O)Nc1ccc(C(=O)COC(=O)c2ccccn2)cc1 | -6% | 9% | -3% | 0% | -2% | -7% | -0.3% | ? | -2 | -3% | 0%

# Bioassay records deposited in PubChem BioAssay by National Center for Advancing Translational Sciences (NCATS).
